Screening data deposited in PubChem BioAssay by several laboratories.
NOD1 NF-kB reporter = NOD1 signaling inhibitors, primary screen, cell-based, luminescence, uHTS (AID 1578). actives 1% (n = 290,000). NOD1-driven NF-kB luciferase reporter cells, luminescence; higher % means a stronger effect. one-dose inhibition, % at 4 µM; EC50 in µM for titrated hits; in the data active means inhibition mostly above about 36%, no sharp cut-off; inactive means mostly below about 34%;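 further: HEK-293T reporter cells stimulated with the NOD1 agonist gamma-tri-DAP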
KOR beta-arrestin-1 = KOR agonists, beta-arrestin recruitment, primary screen, cell-based, luminescence, uHTS (AID 1777). KOR beta-arrestin recruitment, luminescence; higher % means a stronger effect. activation, % at 10 µM; hits with a dose series show EC50 in µM. actives 0.02% (n = 280,000). Kappa-type opioid receptor (Homo sapiens); in the data active means activation above about 50%, passing the limit was not always enough; further: a part of the inactive calls stands beside numbers as strong as those of hits
GPR55 antagonists = GPR55 antagonists blocking LPI-driven arrestin recruitment, primary screen, imaging, U2OS, beta-arrestin-GFP, LPI agonist (AID 2013); actives 0.13% (n = 290,000); G-protein coupled receptor 55 (Homo sapiens); one-dose inhibition, % at 10 µM; IC50 in µM for titrated hits; U2OS GPR55 beta-arrestin-GFP translocation imaging, LPI antagonism; higher % means a stronger effect;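 active means spots per cell inhibited over 60%, with over 100 cells counted and total cytoplasm intensity under 500,000; inconclusive means wells with under 100 cells, flagged as likely toxic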;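 further: U2OS cells stably carrying GPR55 and arrestin-GFP stimulated by 5 µM LPI near EC80; imaged beta-arrestin-GFP aggregate spots per cell after agonist stimulation; plate controls were LPI-stimulated DMSO wells for no effect and DMSO wells without LPI for full effect; some results filed as inactive read as strong as hits; confirmed hits need IC50 under 10 µM and bright autofluorescent wells are also inconclusive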
Myeloid diff MLP = induction of myeloid progenitor differentiation, primary screen, cell-based, flow cytometry, MLPCN library | ER-HoxA9 myeloid progenitors, lysozyme-GFP differentiation | calls only at 10 µM | actives 1% (n = 360,000) | AID 624256, 2012;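 active means normalized GFP-positive differentiation at or above the plate's own cutoff, the solvent-only control mean plus 3 SD; inconclusive means no clear call, values can overlap the other calls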;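 further: cells exposed to compound for four days before flow analysis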
GPR35 arrestin U2OS = GPR35 antagonists blocking zaprinast-driven arrestin recruitment, primary screen, imaging, U2OS, beta-arrestin-GFP, zaprinast agonist (AID 2058); U2OS GPR35 beta-arrestin-GFP translocation imaging, zaprinast antagonism; higher % means a stronger effect; actives 0.052% (n = 290,000); inhibition, % at 10 µM, or IC50 in µM where a hit was titrated;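 active means inhibition of at least 50% with at least 30 cells and total cytoplasm GFP at most 10,000,000; inconclusive means under 30 cells or total GFP of 10,000,000 plus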
HEK293 NOD2/NF-kB = NOD2 signaling inhibitors, cell-based, luminescence, uHTS, HEK293 (AID 1566). actives 0.63% (n = 290,000). HEK293 NOD2/NF-kB luciferase reporter, luminescence; higher % means a stronger effect. one-dose inhibition, % at 4 µM; EC50 in µM for titrated hits; further: many of its hits are not listed in these tables
GPR55 activation = GPR55 agonists via beta-arrestin recruitment, primary screen, imaging, U2OS cells, beta-arrestin-GFP redistribution (AID 1961) | U2OS GPR55 beta-arrestin-GFP redistribution imaging; higher % means a stronger effect | one-dose activation, % at 10 µM; EC50 in µM for titrated hits | actives 0.048% (n = 290,000);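 active means activation above 40% with more than 50 cells counted in the well; inconclusive means wells holding fewer than 50 cells, flagged as toxic or sparse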;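 further: U2OS osteosarcoma cells stably expressing GPR55 and beta-arrestin-GFP; plate controls were DMSO negative control for no effect and LPI positive control for full effect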
KOR beta-arrestin-2 = KOR antagonists, beta-arrestin recruitment, cell-based, luminescence, uHTS (AID 1778); Kappa-type opioid receptor (Homo sapiens); KOR beta-arrestin recruitment, luminescence, antagonist mode; higher % means a stronger effect; inhibition, % at 10 µM; hits with a dose series show IC50 in µM; actives 0.091% (n = 290,000); further: strong numbers were not always called active
HIV fusion peptide = inhibitors of HIV fusion peptide binding, primary screen, biochemical, uHTS, fluorescence dequenching (AID 1986). actives 0.3% (n = 290,000). inhibition, % at 20 µM; hits with a dose series show IC50 in µM. cell-free peptide binding, fluorescence dequenching, 30 min; higher % means a stronger effect; in the data active means inhibition mostly above about 52%, no sharp cut-off; inactive means mostly below about 76%; further: some results filed as inactive read as strong as hits
Myeloid diff MLP GFP+ MAC1+ % = further read-out of Myeloid diff MLP, marked with its call; GFP+ MAC1+ double positive, %; measured here: differentiation confirmed by MAC1 staining
* hit, by the source's call; i = inactive; ? = inconclusive; . = not tested or not shown; + = active, no number; [ ] = dose if it differs, or a comment. Unless noted, no stated cut-off is given here; in the data, active means inhibition above about 50%; inactive means the rest.

SMILES	NOD1 NF-kB reporter	KOR beta-arrestin-1	GPR55 antagonists	Myeloid diff MLP	Myeloid diff MLP GFP+ MAC1+ %	GPR35 arrestin U2OS	HEK293 NOD2/NF-kB	GPR55 activation	KOR beta-arrestin-2	HIV fusion peptide
O=C1CC(c2ccco2)Cc2c1cnn2-c1nc2ccccc2s1 (centres undefined)	-16%	15%	-1%	i	0.6	8%	3%	-0.2%	-6%	12%
CC1(C(=O)O)CCC(C(N)=O)C1(C)C (centres undefined)	-8%	9.0%	-10%	i	0.6	-10%	-4%	-0.2%	-6%	0.2%
COc1ccc(-c2noc(CN(C)C(=O)c3ccc4c(c3)OCO4)n2)cc1	18%	4.1%	-1%	i	0.5	25%	15%	-0.1%	-15%	3.0%
C=CCNc1nc(NCC)nc(N2CCOCC2)n1	5%	4.2%	12%	i	0.4	7%	15%	0.0%	12%	-2.3%
Cc1c(-n2c(SCC(N)=O)nc3ccccc3c2=O)c(=O)n(-c2ccccc2)n1C	-12%	-4.9%	11%	i	0.1	0%	17%	0.4%	18%	-1.3%
CN(C)S(=O)(=O)c1ccc(NC(=O)Cn2ccsc2=N)cc1	6%	8.3%	-3%	i	1.0	0%	1%	0.1%	-35%	-0.3%
COc1cccc(NC(=O)CCCn2c(=S)[nH]c3ccccc3c2=O)c1	-8%	-7.4%	13%	i	0.8	7%	6%	-0.1%	15%	-0.4%
Cc1cc(C)c2nc(-c3ccccn3)cc(C(=O)Nc3ccc(S(=O)(=O)Nc4onc(C)c4C)cc3)c2c1	-28%	-2.5%	<0.5µM*	i	0.1	-9%	17%	-0.1%	2%	70%*
Cc1[nH]c(C)c(S(=O)(=O)N2CCC(C)CC2)c1C(=O)N1CCCC1	-4%	-2.4%	0%	i	1.7	8%	11%	0.5%	13%	-1.4%
Cc1ccnc2nc(C(=O)Nc3nc(-c4ccccn4)cs3)nn12	-28%	-4.8%	1%	i	0.2	-10%	-2%	-0.1%	-10%[20 µM]	4.3%
O=c1ccsn1Cc1ccccc1	-16%	-0.2%	20%	?	.	6%	-12%	-0.1%	17%	-2.4%
O=C(Nc1ccc(S(=O)(=O)N2CCCCC2)cc1)C1CCCN(C(=O)c2ccc(Cl)cc2)C1 (centres undefined)	34%	5.6%	6%	i	1.4	10%	24%	-0.2%	16%	-3.3%
COC(=O)c1sccc1NC(=O)C1CC1	-1%	-5.8%	5%	i	0.2	5%	15%	-0.1%	12%	1.5%
CC1=CC(C)C(C(=O)O)C(C(=O)Nc2cccnc2)C1 (centres undefined)	15%	-1.7%	3%	i	0.6	21%	-18%	-0.1%	-38%[20 µM]	-1.8%
CC(=O)Nc1ccc(NC(=O)C2CCCN2S(=O)(=O)c2cccc(C(F)(F)F)c2)cc1 (centres undefined)	-28%	0.5%	6%	i	0.2	5%	12%	-0.1%	16%	-0.2%
CCc1cc(=O)oc2c(CNCc3ccccc3F)c(O)c(Cl)cc12	-7%	-5.4%	-10%	i	0.1	11%	3%	-0.1%	12%	-3.0%
Cc1cccc(NC(=O)CN2C(=O)N/C(=C/c3cc(C)n(-c4ccncc4)c3C)C2=O)c1	-31%	0.5%	14%	i	0.6	-8%	2%	0.0%	-15%	17%
CCCCNC(=O)CCSc1nc2nc(C)cc(C)n2n1	-9%	4.9%	13%	i	8.5	17%	8%	-0.1%	-9%	-1.4%
CC(Nc1ccc(Cl)cc1)c1cc(Cl)ccc1O (centres undefined)	-24%	3.9%	-25%	i	0.9	-11%	8%	-0.3%	-37%	-0.9%
CCOC(=O)CSc1nc(C)c(C(C)=O)cc1C#N	21%	-4.9%	1%	i	0.9	-15%	-35%	-0.2%	-169%	-3.2%
CON1C(=O)C(=O)N(OC)C(C)(C)C1(C)C	-29%	6.3%	4%	i	0.3	-10%	4%	0.1%	34%	1.7%
CC[n+]1c(/C=C/Nc2ccccc2)oc2ccc(OC)cc21	-32%	.	9%	+	14*	27%	5%	-0.1%	-27%[20 µM]	32%
CSc1nnc(CNS(=O)(=O)c2ccc(F)cc2)n1C	-9%	0.6%	14%	i	0.3	5%	3%	0.4%	-4%	0.7%
Cc1ccccc1NC(=O)CN1C(=O)COc2ccc(Cl)cc21	1%	-3.6%	8%	i	1.5	6%	3%	-0.1%	23%	0.5%
CCC1Oc2ccccc2N(CC(=O)Nc2ccc3c(c2)OCCO3)C1=O (centres undefined)	-31%	-3.1%	0%	i	7.8	1%	10%	-0.3%	-32%	0.9%
COc1ccc(CNC(=O)/C=C/c2ccc(S(=O)(=O)NCc3ccco3)cc2)cc1OC	-13%	4.3%	13%	i	0.6	-10%	16%	0.0%	-6%	0.9%
CN(C(=O)c1cccnc1)c1nnc(-c2cnccn2)s1	-22%	3.4%	16%	i	0.6	14%	-9%	0.3%	-38%	0.3%
COc1ccccc1/C=N/NC(=O)C(=O)N1CCN(c2ccccc2OC)CC1	1%	0.0%	10%	i	0.5	4%	19%	-0.3%	8%	-1.4%
CCCCOc1ccc(NC(=O)[C@@H]2CCCN2C(=O)C2CCN(S(=O)(=O)c3ccc(C)cc3)CC2)cc1	-15%	-0.2%	2%	i	0.3	-10%	-15%	0.1%	-29%	-2.6%
CCO[C@@H]1OC(C(=O)NC2CC2)=C[C@H](c2ccc(C(F)(F)F)cc2)[C@H]1CCCO	-13%	-2.6%	3%	i	2.4	-4%	9%	0.1%	8%	-0.7%

Not a retest: an excerpt of the list.
SMILES	NOD1 NF-kB reporter	KOR beta-arrestin-1	GPR55 antagonists	Myeloid diff MLP	Myeloid diff MLP GFP+ MAC1+ %	GPR35 arrestin U2OS	HEK293 NOD2/NF-kB	GPR55 activation	KOR beta-arrestin-2	HIV fusion peptide
CCc1cc(=O)oc2c(CNCc3ccccc3F)c(O)c(Cl)cc12	-7%	-5.4%	-10%	i	0.1	11%	3%	-0.1%	12%	-3.0%
Cc1cccc(NC(=O)CN2C(=O)N/C(=C/c3cc(C)n(-c4ccncc4)c3C)C2=O)c1	-31%	0.5%	14%	i	0.6	-8%	2%	0.0%	-15%	17%
CCCCNC(=O)CCSc1nc2nc(C)cc(C)n2n1	-9%	4.9%	13%	i	8.5	17%	8%	-0.1%	-9%	-1.4%

Further compounds:
SMILES	NOD1 NF-kB reporter	KOR beta-arrestin-1	GPR55 antagonists	Myeloid diff MLP	Myeloid diff MLP GFP+ MAC1+ %	GPR35 arrestin U2OS	HEK293 NOD2/NF-kB	GPR55 activation	KOR beta-arrestin-2	HIV fusion peptide
CC(=O)OC(C)(C)C1Cc2cc3ccc(=O)oc3cc2O1 (centres undefined)	-1%	1.4%	16%	i	0.7	-2%	-1%	0.3%	-8%	0.1%
Cc1cc(Br)ccc1NC(=S)NCCc1ccccc1	-3%	3.1%	17%	i	1.0	5%	11%	-0.1%	-7%	-0.6%
Cc1nc(SCC(=O)Nc2c(C)nn(C)c2C)c2cnn(-c3ccccc3)c2n1	34%	6.1%	20%	i	0.8	-2%	27%	-0.1%	-4%	1.5%
Cn1cc(/C=C/C(=O)N2CCCC(C(=O)c3cccc(C(F)(F)F)c3)C2)cn1 (centres undefined)	-21%	.	4%	i	0.5	-6%	12%	-0.3%	-2%	1.0%
CCOc1ccc(CSC2=NCCN2)cc1Cl	40%	4.2%	5%	i	0.4	18%	-2%	-0.1%	-24%	-1.5%
Cc1ccc(C(C(=O)NCc2ccco2)N(C(=O)CNC(=O)c2cccs2)c2ccc(C)cc2C)cc1 (centres undefined)	-20%	4.8%	17%	i	0.9	-14%	4%	0.4%	-4%	0.6%
COc1ccc(N2CCC(CNC(=S)Nc3c(C)cccc3C)C2)cc1 (centres undefined)	-3%	1.8%	9%	i	1.4	-1%	-20%	0.0%	4%	-0.5%
O=C(NC1CCCCC1)N1CCC(c2nc(-c3ccc(S(=O)(=O)N4CCCC4)cc3)no2)CC1	49%	4.0%	-5%	i	0.6	3%	19%	-0.2%	1%	-1.2%
Cc1ccc2oc(=O)n(CCC(=O)Nc3ccc(N4CCOCC4)cc3)c2c1	-19%	0.6%	19%	i	0.7	7%	7%	-0.2%	1%	-1.6%
Cc1cc(NS(=O)(=O)c2ccc(NC(=O)Cc3cccs3)cc2)no1	-7%	1.2%	1%	i	2.2	-3%	-3%	-0.1%	15%	2.6%
O=C1c2ccccc2C(=O)c2c([N+](=O)[O-])ccc(O)c21	-7%	-0.4%	-8%	i	0.7	-16%	1%	-0.2%	11%	-2.1%
CC1(C)Cc2[nH]c(=S)c(C#N)cc2CO1	10%	6.2%	0%	i	1.1	-1%	8%	-0.3%	2%	-1.3%
CCN(CC)c1ccc(CN(C(=O)c2ccco2)C2CCS(=O)(=O)C2)cc1 (centres undefined)	5%	-8.1%	7%	i	9.1	14%	10%	-0.1%	-21%	-1.6%
CCN(CC(=O)N1CCc2ccccc2C1)S(=O)(=O)c1ccc2ccccc2c1	-10%	-1.4%	19%	i	13	2%	4%	-0.1%	22%	-2.6%
Nc1c(S(=O)(=O)O)cc(NC(=O)c2ccccc2)c2c1C(=O)c1ccccc1C2=O	12%	3.7%	1%	i	0.8	40%	-2%	-0.3%	-19%	12µM*
COc1ccc(NC(=S)Nc2cnc3ccccc3c2)c(OC)c1	-36%	-1.8%	2%	i	0.4	-7%	-2%	0.0%	5%	-1.4%
Cc1cc(NC(=O)CSc2nnc(-c3ccc(O)cc3)o2)no1	-12%	4.0%	-6%	i	0.8	7%	16%	-0.1%	2%	0.5%
CSc1nc(Cc2ccc(Cl)cc2)nc2ccccc12	-8%	4.2%	-2%	i	0.3	17%	-12%	0.0%	-7%	0.8%
N/C(=N\OC(=O)CCCc1ccccc1)c1ccccc1	-10%	2.0%	4%	i	1.3	-10%	0%	-0.2%	26%	0.0%
CCOC(=O)CSc1cc(CSc2ccccc2)nc(-c2ccccc2)n1	-15%	-0.5%	0%	i	0.6	-8%	-2%	0.0%	17%	0.8%
CCN1C(=O)c2cccc3c(NC(=O)C(C)(C)C)ccc1c23	-22%	-8.1%	13%	i	0.4	-3%	4%	0.0%	24%	-1.6%
O=S(=O)(NCCc1ccccc1)c1cccc2nsnc12	8%	-0.9%	17%	i	1.7	10%	16%	0.3%	-11%	1.4%
CCc1nn2cc(C(=O)c3cc(Cl)ccc3O)cnc2c1-c1ccc(F)cc1	.	-3.0%	22%	i	0.3	-2%	.	0.8%	-20%	12%
CC1CC(C)CN(S(=O)(=O)N2CCC(C(=O)NCc3ccco3)CC2)C1 (centres undefined)	-24%	-3.8%	24%	i	0.2	-5%	3%	-0.2%	14%	-0.4%
COC(=O)c1cn(CC(=O)Nc2ccc(F)cc2)c2ccccc12	-13%	-2.0%	6%	i	0.7	-4%	33%	0.2%	3%	-0.4%

This is a subset (hit frequency here may not be typical).
